EBV gp42 inh: EBV gp42 inhibition. AID 1085. 220,000 tested, 0.42% active. Q1HVG2. inhibition, % (tested at 21.74 µM). Fluorescence polarization binding assay, mP read-out; in the data active = inhibition above about 50%
KLK5 inh: inhibitors of human kallikrein 5. recombinant hK5, fluorogenic AMC substrate cleavage. inhibition, % at 5 µM. 210,000 tested, 0.59% active. AID 873;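 active = inhibition of 40% or more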;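 note: 0% = enzyme controls without compound and 100% = no-enzyme blanks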
Thrombin inh: inhibitors of human thrombin | alpha-thrombin, Boc-VPR-AMC fluorogenic substrate cleavage | inhibition, % at 5 µM | 220,000 tested, 0.26% active | AID 1046;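 active = inhibition at or above 40%; inactive = inhibition below 40%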;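 note: 0% = enzyme with no compound and 100% = wells without enzyme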
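Material: human alpha-thrombin protein; Also added: Boc-VPR-AMC substrate, 15 µM final; Timing: enzyme reaction carried out at room temperature; Signal: fluorescence, ex 355 nm, em 460 nm; Measure: % inhibition of thrombin; Controls: enzyme without compound as high, wells lacking enzyme as low.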
p47phox inh: p47phox (human) inhibition; P14598; 220,000 tested, 0.53% active; inhibition, % at 24.7 µM; p47phox/p22phox peptide binding, fluorescence polarization, 2 h;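 note: 0% = p47phox with labelled peptide and 100% = labelled peptide alone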
KCC2 mod: modulators of human KCC2 chloride dependent transport; Q9H2X9; KCC2 cells, thallium flux FluoZin-2 fluorescence; B-score of Tl+ flux slope (higher = more flux/activation; lower = inhibition) at 10 µM; 190,000 tested, 2.2% active;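 active = thallium flux slope and its plate-corrected score both differing from the plate sample mean at a set confidence after two filtering rounds, in either direction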;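 note: slope of fluorescence scaled to starting intensity during 10 to 20 s after thallium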
Rad51 HR inh: Rad51 (human) homologous recombination inhibition; Q06609; hRad51 DNA strand exchange, fluorescence dequenching; inhibition, % at 10 µM; 200,000 tested, 0.085% active; AID 1385;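 active = inhibition above 40% at the single screening dose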;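 note: 0% = DMSO control wells and 100% = blanks with heterologous ssDNA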
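Test system: preformed human Rad51 ssDNA filaments. Compound dosing: single dose, 10 µM final compound. Incubation: filaments 15 min 37 °C, then compound 30 min. Technique: FRET fluorescence dequenching, excitation 485 nm, emission 520 nm. Read-out basis: percent inhibition from fluorescence, normalised to plate control and blank means. Benchmarks: plate controls and plate blanks.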
14-3-3 Bad PPI: disrupts binding of bovine 14-3-3 zeta to phospho-Bad peptide; TR-FRET 14-3-3zeta/Dy647-pBad peptide displacement, 1 h; P63103; AID 781; inhibition, % at 21.7 µM; 220,000 tested, 0.71% active;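 active = inhibition above about 70%, limit read from the data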;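 note: 0% = full 14-3-3 plus peptide FRET controls and 100% = background without 14-3-3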
Furin inh: inhibitors of human furin. P09958. purified furin, fluorogenic substrate cleavage. inhibition, % at 30 µM. 220,000 tested, 0.061% active. AID 463115; in the data active = inhibition above about 25%; note: inactives centre near -15
eIF4E 4G PPI: blocks eIF4E binding to eIF4G. TR-FRET eIF4E-eIF4GI(517-606) binding, 2 h. inhibition, % at 21.7 µM. 220,000 tested, 0.37% active. AID 782;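 note: 0% = full FRET control wells and 100% = background wells lacking eIF4GI fragment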
An asterisk follows results filed as active; . = not tested or not shown; [ ] = dose if it differs, or a comment.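 Rule for the calls, unless noted: active = inhibition above about 30% (limit read from the data); inactive = the rest.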

no.	canonical_smiles	EBV gp42 inh	KLK5 inh	Thrombin inh	p47phox inh	KCC2 mod	Rad51 HR inh	14-3-3 Bad PPI	Furin inh	eIF4E 4G PPI
1	N=c1ccccn1CC(O)COc1ccccc1 (stereo unspecified)	-0.7	-0.9	-7.7	-8.8	0.805	-4.9	-4.1	-25.8	0.8
2	O=C(NCCc1c[nH]c2ccccc12)OCCSS(=O)(=O)O	-8.6	-0.2	-2.5	-8.6	1.08	29.6	-6.6	-24.6	0.5
3	COc1ccc(/C=C2/N=C3CCCCCN3C2=O)cc1	-21.4	0.8	5.2	-2.5	0.715	16.0	-8.1	-22.7	-0.4
4	CCOCCN1CCN(c2c(C)c(C)nc3cc(-c4cc(OC)cc(OC)c4)nn23)CC1	-3.1	-2.1	-0.5	-15.6	-0.00103	4.0	0.9	-11.2[20 µM]	-12.4
5	O=C1c2cccc3cccc(c23)C(=O)N1Nc1ccccc1	-7.3	-0.7	-8.3	-8.0	-0.511	5.5	-3.3	-5.7	-0.8
6	COc1ccc(/C=C/C(=O)c2ccc(O)cc2)cc1COc1ccc(F)cc1	1.2	3.5	-2.0	-15.2	.	4.8	11.9	-5.7	3.7
7	NC(=S)Nc1cccc(Cl)c1	-12.6	2.2	0.0	0.6	-0.483	11.5	-2.7	-22.6	-3.5
8	Cc1oc(-c2ccccc2F)nc1CS(=O)(=O)CC(=O)NCCCN1CCc2ccccc2C1	6.2	-6.5	-1.6	-5.3	-0.327	0.9	3.9	-15.0	1.3
9	O=C(OCCN=C1NS(=O)(=O)c2ccccc21)C1CC(=O)N(c2ccc(Cl)cc2)C1 (stereo unspecified)	-5.3	32.2	15.7	14.7	-0.352	2.9	-3.4[fluorescence artefact?]	-16.9[20 µM]	-9.8[fluorescence artefact?]
10	O=C1c2ccccc2C(=O)N1CCc1nc2ccccc2c(=O)n1CCCn1ccnc1	-20.3	-12.5	0.0	-15.6	-0.0477	0.5	4.4	-18.2	-0.6[fluorescence artefact?]
11	COc1ccccc1-c1cc(C(F)(F)F)nc(N2CCCCC2)n1	-14.3	-27.3	0.2	-11.3	.	-0.6	-1.8[fluorescence artefact?]	1.1[20 µM]	-5.8[fluorescence artefact?]
12	Cc1nc2ccc(NC(=O)C(F)(F)F)cc2o1	-17.9	14.1	1.9	11.8	1.94	3.3	-7.5	-9.3[20 µM]	0.0
13	O=c1cc(NCc2ccccc2)c2ccccc2o1	-7.1	-10.5	-2.6	2.2	-0.0263	-6.1	-3.6	-14.0[20 µM]	-0.3
14	CC(C)(C)c1cc(-c2nc(N)nc(N)n2)cc(C(C)(C)C)c1	15.1	-11.3	-4.5	-9.8	0.0101	-7.3	11.5[fluorescence artefact?]	-22.4	29.8
15	O=C(CNS(=O)(=O)c1ccc(Br)s1)N1CCC(N2CCCCC2)CC1	-8.0	-3.8	-1.5	-16.0	.	3.7	-8.7	-22.9	-0.1
16	CCOC(=O)c1sc(=S)n(C)c1NC(=O)c1ccc(C(C)(C)C)cc1	-1.6	0.4	-7.9	-7.4	-1.97	.	1.2	-15.8	-0.7
17	COc1ccc(/C(O)=C2/C(=O)C(=O)N(Cc3ccco3)C2c2cccs2)cc1 (stereo unspecified)	-6.6	1.6	-1.7	-2.5	-1.24	-1.9	57.0	-6.0	9.8
18	CCn1nnc(NC(=O)c2ccc(-c3ccc(Cl)cc3)o2)n1	-26.0	-5.4	-1.5	-24.9	-1.01	-6.8	4.2	-28.1[20 µM]	2.5
19	CC(C)Oc1ccc(/C=N/NC(=O)C(CSCc2ccccc2)NC(=O)c2ccc([N+](=O)[O-])cc2)cc1 (stereo unspecified)	2.6	-15.7	-5.7	-8.6	0.93	-1.4	-0.7	-9.7[20 µM]	2.7
20	O=C(CC1Nc2ccccc2NC1=O)Nc1ccc2c(c1)OCO2 (stereo unspecified)	12.1	-3.6	.	-5.0	0.0323	-14.3	-0.4	-1.4	-5.9
21	Cc1cc(NC(=O)CN2C(=O)NC(C)(c3ccc(Cl)cc3)C2=O)no1 (stereo unspecified)	-8.2	-12.3	3.2	-3.9	-0.325	22.8	-16.3	-22.0	2.8
22	O=C(CSc1nc(Cc2ccccc2)nc2ccccc12)Nc1ccc2c(c1)OCCO2	-4.3	-0.9	-3.2	11.9	.	-3.5	15.7	-13.7	9.2
23	Cc1c(O)ccc(/C(Cc2ccc3ccccc3n2)=N\O)c1O	-15.4	17.9	0.1	-10.8	-4.88*	1.3	-3.4	-9.5[20 µM]	-2.6
24	COc1cc(NC(=O)CCCl)cc(-n2cnnn2)c1	0.9	5.9	1.3	-4.7	0.205	2.1	-2.5	-28.9	-4.6
25	CN(CCCNC(=O)C1CCC(=O)N1Cc1ccccc1Cl)c1ccccc1 (stereo unspecified)	-10.1	-26.2	-3.2	-13.3	-1.23	.	-4.8	-26.2[20 µM]	3.5
26	COc1ccccc1NC(=O)COC(=O)/C=C/c1ccccc1[N+](=O)[O-]	-9.8	-6.5	1.4	1.6	-3.03	23.4	4.2	-7.8	16.3
27	Cc1ccc(S(=O)(=O)N2CCN(C(=O)c3cccs3)CC2)c(C)c1	-11.4	-5.1	-7.3	-6.0	0.0184	17.4	-8.9	-22.3	0.4
28	CCCCOC(=O)CSC(=S)N(C)Cc1cccs1	5.8	-13.5	-3.9	1.4	-1.92	14.4	-12.7[fluorescence artefact?]	-23.3	14.8[fluorescence artefact?]
29	CCOC(=O)c1sc(NC(=O)c2cccnc2)nc1C	-0.7	-6.5	-2.3	-16.2	1.04	8.6	-2.6	-14.2	-2.0
30	N#Cc1c(SCc2cccc(Cl)c2)sc(C(=O)c2ccccc2)c1N	-5.1	7.0	-1.2	-0.3	0.285	-1.5	9.5	-13.1[20 µM]	3.6
31	CCOc1ccc(C(F)(F)F)cc1NC(C)=O	3.4	1.2	-2.9	10.6	.	.	37.9	-21.3	-1.8
32	CC(Oc1ccccc1)C(=O)NN1Cc2ccccc2C1=N (stereo unspecified)	-16.9	-4.3	.	-6.1	0.873	-0.2	-1.3	-10.6	2.0
33	CC(C)CNS(=O)(=O)c1ccc(OCC(=O)NCc2ccco2)cc1	-18.2	-10.7	-4.3	1.5	0.248	-20.9	26.6[fluorescence artefact?]	-20.5	16.4
34	CCOC(=O)/C(C#N)=C1/C=CNC(=O)N1	-22.6	-6.6	2.6	20.4	1.39	9.0	1.4	10.9	0.0
35	CN=C(Nc1cc(C)nn1CCC#N)c1ccc(F)cc1	-15.5	-3.3	-5.8	3.7	0.667	-1.8	-11.6	-18.9	-2.6
36	CN(C)C(=C(C#N)C#N)N1CCN(c2ccc(Cl)cc2)CC1	-3.8	-12.2	-3.1	-2.1	0.19	23.4	22.4	-17.6	-4.7
37	Fc1ccccc1-n1cn[nH]c1=S	0.3	-4.8	-1.2	0.4	0.226	-6.7	-3.5	-23.9	1.9
38	CCc1ccc(NC(=O)c2c(Cl)nc(C)c(Cl)c2C)cc1	-16.2	-16.7	3.1	-14.5	-4.23*	2.7	-21.8	-21.8	10.0
39	COc1cccc(-c2c(C#N)c(N)nc3c2c(=O)nc2sccn23)c1	-6.5	.	-2.6	-9.4	-0.333	.	-2.1	-22.1	1.7
40	COc1cccc(C(=O)N2CCN(Cc3ccccn3)CC2)c1OC	-6.7	-7.1	-3.5	5.5	-0.319	-0.8	20.2	-11.6	-0.5[fluorescence artefact?]

Limited to Thrombin inh and 14-3-3 Bad PPI (2 entries from above):
entry | molecule | Thrombin inh | 14-3-3 Bad PPI
40 | COc1cccc(C(=O)N2CCN(Cc3ccccn3)CC2)c1OC | -3.5 | 20.2
33 | CC(C)CNS(=O)(=O)c1ccc(OCC(=O)NCc2ccco2)cc1 | -4.3 | 26.6[fluorescence artefact?]

Carrying on.
no.	canonical_smiles	EBV gp42 inh	KLK5 inh	Thrombin inh	p47phox inh	KCC2 mod	Rad51 HR inh	14-3-3 Bad PPI	Furin inh	eIF4E 4G PPI
41	Cc1cccc(C)c1NC1=C(Cl)C(=O)OC1OC(C)C (stereo unspecified)	-5.9	-19.4	-3.9	-10.3	-0.673	-3.2	-12.2[fluorescence artefact?]	8.5	3.6
42	COc1ccc(C(=O)NCc2nnc(SCCOc3ccccc3)n2C)cc1	-11.8	-20.5	3.8	-6.5	-1.15	10.9	-0.8	-26.0	1.6
43	CC(=O)Nc1ccc(S(=O)(=O)NCCC(=O)OCCN2C(=O)c3ccccc3C2=O)cc1	-7.4	2.7	-0.1	-15.7	-0.0945	-5.2	2.2	-15.1	-3.5
44	O=C(Nc1cccnc1)c1ccc(Br)s1	-8.7	-13.6	4.6	-7.0	0.00451	7.5	1.6	-34.3[20 µM]	-0.4
45	COc1ccc(CCNC(=O)CSC2=Nc3ccccc3C3=NC(C(C)C)C(=O)N23)cc1OC (stereo unspecified)	-21.8	-7.3	4.6	-3.7	.	.	-11.7	-11.4	-8.7
46	Cc1[nH]c2ccccc2c1C(=O)C(=O)N1CCN(C)CC1	-14.1	3.3	-0.1	.	-0.273	.	0.8	-19.8	1.5
47	CCOc1cc(CNCCc2ccc(S(N)(=O)=O)cc2)ccc1OCc1ccccc1	8.4	-12.2	-4.7	6.4	-0.174	-4.3	5.3	-3.2[20 µM]	-6.7
48	Cc1ccc(C)n1-c1nn(S(=O)(=O)c2cccc(C(F)(F)F)c2)c2cccc(F)c12	-15.8	-2.4	-12.2	-16.8	-0.905	.	6.3	-3.5	-3.6
49	CCOC(=O)N1CCN(C(=O)CN(Cc2ccccc2)S(=O)(=O)c2ccc(OC)c(Cl)c2)CC1	-11.2	0.7	1.0	4.8	-0.11	4.0	6.7	-1.1[20 µM]	1.4
50	COc1cc(C)ccc1OCCCOc1ccccc1Br	6.3	-15.8	-4.8	4.0	0.132	.	5.6	2.4[20 µM]	3.6
51	CCN(CC)S(=O)(=O)c1ccc(C(=O)NCc2cccs2)cc1	1.0	2.4	-1.3	-4.3	-1.33	0.2	15.1[fluorescence artefact?]	7.0[20 µM]	-6.3
52	O=C(Nc1ccc(F)cc1)C1CCN(C(=O)c2ccc([N+](=O)[O-])cc2)CC1	6.3	-9.7	-1.2	-1.1	0.449	4.6	2.4	-12.0	3.3
53	O=C(c1cnn2c(C(F)F)cc(-c3ccccc3)nc12)N1CCc2ccccc21	14.8	-7.5	-0.1	-2.2	-0.234	12.0	2.0	-12.5	3.6
54	CCC(C)(NC(=O)c1ccc(=O)[nH]c1)C(=O)NC1CCCC1 (stereo unspecified)	3.2	-5.1	-7.5	-2.1	0.701	7.2	2.5	-14.3	0.8
55	CC1Cc2ccccc2N1C(=O)CSc1nc2cc3c(cc2cc1C#N)OCO3 (stereo unspecified)	-30.3	-6.9	5.0	-31.0	0.516	4.0	-13.5[fluorescence artefact?]	-26.7	-42.0[fluorescence artefact?]
56	CC1CC(=O)N(c2ccc(NCc3ccccc3Cl)c([N+](=O)[O-])c2)C1=O (stereo unspecified)	-3.0	-15.9	-8.3	-13.4	-0.795	15.5	-1.9	-3.4	-6.3

Gathered by group: the entries above with bromine
no.	canonical_smiles	EBV gp42 inh	KLK5 inh	Thrombin inh	p47phox inh	KCC2 mod	Rad51 HR inh	14-3-3 Bad PPI	Furin inh	eIF4E 4G PPI
15	O=C(CNS(=O)(=O)c1ccc(Br)s1)N1CCC(N2CCCCC2)CC1	-8.0	-3.8	-1.5	-16.0	.	3.7	-8.7	-22.9	-0.1
44	O=C(Nc1cccnc1)c1ccc(Br)s1	-8.7	-13.6	4.6	-7.0	0.00451	7.5	1.6	-34.3[20 µM]	-0.4
50	COc1cc(C)ccc1OCCCOc1ccccc1Br	6.3	-15.8	-4.8	4.0	0.132	.	5.6	2.4[20 µM]	3.6

Screening data: PubChem BioAssay, several laboratories
